Screens (PubChem)
HTR5A ag: activates human HTR5A in OPRM1-OPRD1 agonist counter-screen. activation, % at 9.3 µM. HTR5A agonist assay, luminescence, cell-based. hit rate 0.61% among 340,000. P47898; in the data active means activation mostly above about 9.5%, no sharp cut-off; inactive means mostly below about 7.6%;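 further: 0% = cells with vehicle only and 100% = reference agonist; strong numbers were not always called active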
DAGLB inh: blocks human DAGLB lipase activity; inhibition, % at 5.17 µM; HEK293T DAGLB membrane lysate, EnzChek fluorogenic substrate; AID 504411; hit rate 0.059% among 340,000; in the data active means inhibition above about 34%;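 further: 0% = enzyme with vehicle and 100% = wells lacking enzyme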
Target sequence (Q8NCG7 whole entry, looked up): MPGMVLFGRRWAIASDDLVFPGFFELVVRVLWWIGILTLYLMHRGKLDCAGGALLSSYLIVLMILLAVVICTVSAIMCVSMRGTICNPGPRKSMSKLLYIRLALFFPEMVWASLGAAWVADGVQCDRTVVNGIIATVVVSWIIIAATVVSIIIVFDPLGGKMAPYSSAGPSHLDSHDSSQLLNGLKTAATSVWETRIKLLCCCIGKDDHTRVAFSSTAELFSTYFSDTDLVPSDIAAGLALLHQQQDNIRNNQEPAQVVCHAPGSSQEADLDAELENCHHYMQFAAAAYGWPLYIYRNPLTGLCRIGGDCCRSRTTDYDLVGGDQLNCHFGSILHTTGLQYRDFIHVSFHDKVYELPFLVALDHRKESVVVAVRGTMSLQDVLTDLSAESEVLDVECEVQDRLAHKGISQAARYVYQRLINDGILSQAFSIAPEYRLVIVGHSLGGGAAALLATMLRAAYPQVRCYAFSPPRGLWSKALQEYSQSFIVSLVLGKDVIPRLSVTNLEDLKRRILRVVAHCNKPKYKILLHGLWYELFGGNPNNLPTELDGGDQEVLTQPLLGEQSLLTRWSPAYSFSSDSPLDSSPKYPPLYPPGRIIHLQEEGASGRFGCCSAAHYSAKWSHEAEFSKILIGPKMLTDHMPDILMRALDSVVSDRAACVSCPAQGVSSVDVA
MOR-DOR ag: agonists of human mu-delta opioid receptor heterodimerization. P35372+P41143. cells, OPRM1-OPRD1 heterodimerization, luminescence. activation, % at 9.3 µM. hit rate 0.3% among 340,000; in the data active means activation above about 18%;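 further: 0% = vehicle-treated cells and 100% = reference agonist; values of inactives mirror those of a sister screen read the other way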
Arrestin-AP2 inh: blocks beta-arrestin peptide binding to AP2 adaptin | FITC-arrestin peptide / GST-AP2 beads, flow cytometry; AP2 beta2 appendage carries R879A mutation | hit rate 0.31% among 340,000 | AID 504490 | inhibition, % at 10 µM;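 active means inhibition above a set limit, near 3 SD of compounds lacking own fluorescence, cut at about 54% in these data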;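 further: plate controls were DMSO wells for no effect and 5 µM unlabelled arrestin peptide for full effect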
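System: GST-AP2 R879A glutathione beads; medium: PBS, Tween 20 0.05%, BSA 0.1%; reagent: fluorescein-tagged arrestin peptide at 50 nM final; schedule: pre-incubation 12 min, peptide binding 1 h, room temperature; detection: flow cytometry, FL1 (488/535 nm); read-out: inhibition as reduced fluorescein signal on beads, percent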
Pemphigus Ab inh: inhibitors of pemphigus antibody binding to human desmoglein-3 | P32926 | DSG3-coupled beads, scFv-anti-DSG3-GFP binding, flow cytometry; hits give low values | binding (percent of control), % at 10 µM | hit rate 0.48% among 310,000 | AID 588358;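 active means binding more than 3 SD below its plate's average and above zero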;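 further: hits lower antibody fragment binding to DSG3; some compounds called inactive have numbers as strong as hits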
PKA-R1A act: activators of PKA-R1A complex | hit rate 0.083% among 340,000 | activation, % at 11.4 µM | PKA-R1A dissociation, Cy5-IP20 fluorescence polarization; scaled: DMSO 0%, 113 µM cGMP 100% | P00514+P68181;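 active means percent activation above the mean of all tested compounds plus 3 SD, cut at about 19% in these data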;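 further: higher means more PKAc released from R1A so a rise in polarization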
OPRM1-OPRD1 inv: inverse agonists of human mu-delta opioid receptor heterodimerization. P35372+P41143. cell-based MOR-DOR heterodimer luminescence, inverse agonism. inhibition, % at 9.3 µM. hit rate 0.21% among 340,000. AID 504357; in the data active means inhibition above about 22%, passing the limit was not always enough;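 further: 0% = cells with DMSO and 100% = wells without cells with DMSO; values of inactives mirror those of a sister screen read the other way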
V-ATPase pH: yeast V-ATPase proton transport regulation by pHLuorin | response, % at 10 µM | hit rate 0.37% among 350,000 | S. cerevisiae, pHLuorin cytosolic pH fluorescence; in the data active means response mostly above about 7.3%, no sharp cut-off; inactive means mostly below about 5.4%; further: actives read high; inactives centre near 0; some compounds called inactive have numbers as strong as hits; reference of the scale not given here
HTR5A inv ctr: inverse agonist of human HTR5A in OPRM1-OPRD1 counter-screen | P47898 | HTR5A cell line, luminescence, inverse agonism | inhibition, % at 9.3 µM | hit rate 0.083% among 340,000; in the data active means inhibition mostly above about 23%, no sharp cut-off; inactive means mostly below about 18%;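 further: 0% = cells with DMSO and 100% = no-cell wells with DMSO; some compounds called inactive have numbers as strong as hits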
PKA-R2B act: PKA-R2B complex activation; P22694+P31323; PKA-R2B holoenzyme dissociation, Cy5-IP20 fluorescence polarization; R2B truncated from residue 108, S112A mutant; 0% DMSO only, 100% 113 µM cGMP; activation, % at 11.4 µM; hit rate 0.079% among 340,000;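 active means activation above a cutoff set at the mean over all compounds plus 3 SD, cut at about 18% in these data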;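 further: higher means more holoenzyme dissociation and a rise in polarization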
* = called active by the depositor; x = no result given. This is a random part of the collection. About 2.4% of those tested had a hit in this group.

canonical_smiles,HTR5A ag,DAGLB inh,MOR-DOR ag,Arrestin-AP2 inh,Pemphigus Ab inh,PKA-R1A act,OPRM1-OPRD1 inv,V-ATPase pH,HTR5A inv ctr,PKA-R2B act
S=C(Nc1cccc(Cl)c1)Nc1ccc2cn[nH]c2c1,4,0,0.4,-3,123,0,-2,1,-8,5
CCn1c2ccccc2c2cc(NC(=O)COC(=O)c3cc(Cl)c(N)cc3OC)ccc21,1,3,0.6,-4,91,-10,-3,2,-2,5
CC(C)NC(=O)c1ccccc1NC(=O)C(C)Oc1ccccc1 (configuration not stated),1,-2,-2.1,19,95,-3,10,-1,-2,7
Cc1nnc(NC(=O)c2cccc(S(=O)(=O)N3CCN(C)CC3)c2)s1,2,2,-2.4,-9,96,2,13,-2,-15,1
CCN(CC)c1ccc(/C=N/N=C(c2ccccc2)c2ccccc2)c(O)c1,-2,-7,-1.8,2,94,-3,9,1,12,-6
O=C(OCC(=O)c1cccs1)c1cccc(C(=O)OCC(=O)c2cccs2)n1,-4,3,-1.8,-3,95,0,10,2,11,0
COC(=O)c1ccc(N2CCN(C)CC2)c(NC(=O)c2ccc(Br)o2)c1,6,-4,-4.8,-13,105,3,16,2,9,-2
Cn1c(SCC(=O)c2ccccc2)nnc1-c1ccncc1,3,2,-1.4,-32,104,5,7,-2,-8,-2
CCOc1cc(/C=N\NC(N)=O)cc(Br)c1OC(C)C,-3,-2,-0.7,8,95,-2,4,-4,8,-3
CCCCOc1ccc(CON(C(C)=O)C(C)=O)cc1Cl,2,-3,1.7,9,103,-1,-8,9,-6,-16

(more compounds)
Labels used below – A = HTR5A ag; B = DAGLB inh; C = MOR-DOR ag; D = Arrestin-AP2 inh; E = Pemphigus Ab inh; F = PKA-R1A act; G = OPRM1-OPRD1 inv; H = V-ATPase pH; I = HTR5A inv ctr; J = PKA-R2B act
Cc1ccc(S(=O)(=O)Nc2ccc3c(c2)nc(CCN2CCOCC2)n3C)cc1
  A: -2; B: 4; C: -1.3; D: 33; E: 126; F: 10; G: 7; H: 2; I: -17; J: 0

Cc1cc(C(F)F)n2ncc(C(=O)N3CCC(C(N)=O)CC3)c2n1
  A: 1; B: 0; C: -0.6; D: 18; E: x; F: 6; G: 3; H: -1; I: -2; J: -10

Cc1cc(C)nc(SCc2ccc(C(=O)NNC(=O)Nc3cccc(Cl)c3)cc2)n1
  A: -4; B: -14; C: -0.5; D: 20; E: 102; F: -1; G: 2; H: 0; I: 9; J: 5

CN(CC(=O)Nc1cccc(S(=O)(=O)N2CCCC2)c1)Cc1ccccc1
  A: 4; B: 2; C: 2.1; D: 23; E: x; F: -4; G: -8; H: 2; I: -10; J: -12

CSCCC(NC(=O)c1ccco1)C(=O)NCc1ccc(F)cc1 (configuration not stated)
  A: -4; B: -3; C: -2.5; D: 7; E: 103; F: -11; G: 12; H: 3; I: 0; J: -9

O=C(Cc1ccc(Br)cc1)OCC(=O)N1CCCCCC1
  A: 2; B: -1; C: -3.6; D: 13; E: x; F: -3; G: 17; H: -1; I: -7; J: -7

Molecules above with nitrogen in an aromatic ring, in the order listed:
Labels used below – A = HTR5A ag; B = DAGLB inh; C = MOR-DOR ag; D = Arrestin-AP2 inh; E = Pemphigus Ab inh; F = PKA-R1A act; G = OPRM1-OPRD1 inv; H = V-ATPase pH; I = HTR5A inv ctr; J = PKA-R2B act
S=C(Nc1cccc(Cl)c1)Nc1ccc2cn[nH]c2c1
  A: 4; B: 0; C: 0.4; D: -3; E: 123; F: 0; G: -2; H: 1; I: -8; J: 5

CCn1c2ccccc2c2cc(NC(=O)COC(=O)c3cc(Cl)c(N)cc3OC)ccc21
  A: 1; B: 3; C: 0.6; D: -4; E: 91; F: -10; G: -3; H: 2; I: -2; J: 5

Cc1nnc(NC(=O)c2cccc(S(=O)(=O)N3CCN(C)CC3)c2)s1
  A: 2; B: 2; C: -2.4; D: -9; E: 96; F: 2; G: 13; H: -2; I: -15; J: 1

O=C(OCC(=O)c1cccs1)c1cccc(C(=O)OCC(=O)c2cccs2)n1
  A: -4; B: 3; C: -1.8; D: -3; E: 95; F: 0; G: 10; H: 2; I: 11; J: 0

Cn1c(SCC(=O)c2ccccc2)nnc1-c1ccncc1
  A: 3; B: 2; C: -1.4; D: -32; E: 104; F: 5; G: 7; H: -2; I: -8; J: -2

Cc1ccc(S(=O)(=O)Nc2ccc3c(c2)nc(CCN2CCOCC2)n3C)cc1
  A: -2; B: 4; C: -1.3; D: 33; E: 126; F: 10; G: 7; H: 2; I: -17; J: 0

Cc1cc(C(F)F)n2ncc(C(=O)N3CCC(C(N)=O)CC3)c2n1
  A: 1; B: 0; C: -0.6; D: 18; E: x; F: 6; G: 3; H: -1; I: -2; J: -10

Cc1cc(C)nc(SCc2ccc(C(=O)NNC(=O)Nc3cccc(Cl)c3)cc2)n1
  A: -4; B: -14; C: -0.5; D: 20; E: 102; F: -1; G: 2; H: 0; I: 9; J: 5

Grouped by structure, the compounds so far with two or more sulfur atoms.
Labels used below – A = HTR5A ag; B = DAGLB inh; C = MOR-DOR ag; D = Arrestin-AP2 inh; E = Pemphigus Ab inh; F = PKA-R1A act; G = OPRM1-OPRD1 inv; H = V-ATPase pH; I = HTR5A inv ctr; J = PKA-R2B act
Cc1nnc(NC(=O)c2cccc(S(=O)(=O)N3CCN(C)CC3)c2)s1
  A: 2; B: 2; C: -2.4; D: -9; E: 96; F: 2; G: 13; H: -2; I: -15; J: 1

O=C(OCC(=O)c1cccs1)c1cccc(C(=O)OCC(=O)c2cccs2)n1
  A: -4; B: 3; C: -1.8; D: -3; E: 95; F: 0; G: 10; H: 2; I: 11; J: 0
